Screening data from PubChem.
BioA inh = blocks M. tuberculosis BioA enzyme activity. purified M. tuberculosis BioA enzyme, plate reader. inhibition, % at 9.99 µM. 360,000 tested, 0.096% active; in the data active means inhibition above about 40%
* hit, by the source's call. This is a subset; the hit share may differ from the screen's.

SMILES	BioA inh
O=C(C[C@H]1C[C@@H]2c3cc(NC(=O)Nc4ccccc4)ccc3O[C@@H]2[C@H](CO)O1)NCc1ccncc1	-1.1
C[C@H]1CN([C@@H](C)CO)C(=O)Cc2cc(NS(=O)(=O)c3cn(C)cn3)ccc2O[C@H]1CN(C)C	-0.6
Cc1noc(C)c1NC(=O)Nc1ccc2c(c1)C(=O)N(C)[C@@H]1CC[C@H](CC(=O)N(C)C)O[C@H]1CO2	0.7
C[C@H]1CN([C@@H](C)CO)C(=O)c2cccc(NC(=O)C3CCCCC3)c2O[C@H]1CN(C)C(=O)NC1CCCCC1	3.7
Cc1nn(C)cc1NC(=O)C[C@@H]1CC[C@@H]2[C@H](COc3ccc(NC(=O)c4cccc(F)c4)cc3C(=O)N2C)O1	14.1
C[C@H](CO)N1C[C@H](C)[C@H](CN(C)S(=O)(=O)c2ccc(F)cc2)Oc2c(NC(=O)Nc3ccccc3)cccc2C1=O	0.9
Cc1noc(C)c1NC(=O)NCC[C@H]1CC[C@@H](NC(=O)Cc2cccnc2)[C@H](CO)O1	0.9
C[C@H]1CN([C@@H](C)CO)C(=O)Cc2cc(NC(=O)Nc3ccc(F)cc3)ccc2O[C@H]1CN(C)C(=O)NC1CCCCC1	1.4
C[C@@H]1CN([C@@H](C)CO)C(=O)c2cccc(NC(=O)c3cnccn3)c2O[C@H]1CN(C)C(=O)Nc1cccc2ccccc12	0.9
CCCNC(=O)[C@H]1[C@H](CO)[C@H]2Cn3c(cccc3=O)[C@H]2N1CC1CCCCC1	-0.3
C[C@H]1CN([C@@H](C)CO)C(=O)c2cc(C#Cc3ccncc3)cnc2O[C@H]1CN(C)S(=O)(=O)c1ccccc1F	-0.4
CO[C@H]1CN(C)C(=O)c2cc(NC(=O)Nc3ccccc3F)ccc2OC[C@@H](C)N(CC2CC2)C[C@@H]1C	0.9
CCCC(=O)Nc1ccc2c(c1)OC[C@H](C)N(Cc1ccccc1)C[C@@H](C)[C@H](OC)CN(C)C2=O	2.2
N#C[C@@H]1[C@@H](c2ccc(C#CC3CCCC3)cc2)[C@@H](CO)N1S(=O)(=O)c1ccccc1	-3.0
C[C@@H]1CN([C@H](C)CO)C(=O)c2c(c3ccccc3n2C)-c2ccccc2CO[C@@H]1CN(C)C(=O)CCC(F)(F)F	0.8
CC(C)NC(=O)Nc1cccc2c1O[C@@H](CN(C)Cc1ccc(-c3ccccc3)cc1)[C@@H](C)CN([C@@H](C)CO)C2=O	-0.5
CCC(=O)N(CC)C[C@@H]1[C@@H](c2ccc(-c3ccccc3)cc2)[C@H](CO)N1C(C)=O	0.2
C[C@@H]1CN([C@@H](C)CO)C(=O)c2ccccc2-c2ccccc2CO[C@H]1CN(C)S(=O)(=O)c1cccc(F)c1	1.4
C[C@H]1CN([C@@H](C)CO)C(=O)c2cccc(NC(=O)c3cnccn3)c2O[C@@H]1CN(C)Cc1ccc(-c2ccccc2)cc1	2.9
CO[C@H](CN(C)C(=O)c1ccc2c(c1)OCO2)[C@H](C)CN([C@@H](C)CO)S(=O)(=O)c1ccc(C)cc1	0.9
COc1ccccc1C#Cc1cnc2c(c1)C(=O)N([C@@H](C)CO)C[C@H](C)[C@@H](CN(C)C(=O)CN(C)C)O2	3.1
COc1ccccc1S(=O)(=O)N[C@H]1CC[C@@H](CC(=O)NCc2cccc(F)c2)O[C@@H]1CO	-1.7
C[C@@H]1CN([C@H](C)CO)C(=O)Cc2cc(NC(=O)Cn3cnnn3)ccc2O[C@@H]1CN(C)S(=O)(=O)c1cccs1	0.1
C[C@H]1CN([C@@H](C)CO)C(=O)Cc2cc(N(C)C)ccc2O[C@@H]1CN(C)S(=O)(=O)c1cccs1	1.0
C[C@H]1CN([C@@H](C)CO)C(=O)c2cc(NC(=O)C3CC3)ccc2O[C@@H]1CN(C)CC1CCCCC1	1.3
C[C@H](CO)N1C[C@H](C)[C@H](CN(C)C(=O)Cc2ccncc2)Oc2cc(C#CC3CCCC3)ccc2S1(=O)=O	-0.1
COC(=O)C[C@@H]1C[C@@H]2c3cc(NC(=O)CN(C)C)ccc3O[C@@H]2[C@H](CO)O1	-2.8
C[C@@H]1CN([C@H](C)CO)C(=O)c2cc(NS(=O)(=O)c3cn(C)cn3)ccc2O[C@H]1CN(C)Cc1ccc(C(=O)Nc2ccccc2N)cc1	-0.6
COCC(=O)Nc1ccc2c(c1)C(=O)N(C)C[C@@H](OC)[C@@H](C)CN(CCc1ccccc1)[C@@H](C)CO2	1.4
C[C@@H]1CN([C@H](C)CO)C(=O)c2cc(NC(=O)Nc3ccc(C(F)(F)F)cc3)ccc2O[C@@H](C)CCCCO[C@H]1CN(C)C(=O)c1ccccc1	0.2
C[C@H]1CCCCO[C@H](CN(C)Cc2ccc(C(F)(F)F)cc2)[C@@H](C)CN([C@@H](C)CO)C(=O)c2cc(NC(=O)c3ccccc3)ccc2O1	-1.3
C[C@@H]1CN([C@@H](C)CO)C(=O)c2cc(N(C)C)ccc2O[C@@H](C)CCCCO[C@H]1CN(C)Cc1ccc2c(c1)OCO2	0.9
COc1cccc(CNC(=O)[C@H]2N[C@H]3c4ccc(/C=C/c5ccccc5)c(=O)n4C[C@H]3[C@@H]2CO)c1	-0.9
COc1ccccc1S(=O)(=O)N[C@H]1CC[C@H](CCNC(=O)C2CCC2)O[C@H]1CO	-6.4
C[C@@H]1CN([C@@H](C)CO)C(=O)c2cc(-c3cccc(F)c3)cnc2O[C@H]1CN(C)Cc1ccccc1	1.9
CC(C)NC(=O)N(C)C[C@H]1Oc2ccc(NS(C)(=O)=O)cc2CC(=O)N([C@@H](C)CO)C[C@@H]1C	3.2
CO[C@@H]1CN(C)C(=O)c2cc(NC(=O)Nc3ccc4c(c3)OCO4)ccc2OC[C@H](C)NC[C@H]1C	0.3
C[C@@H]1CN([C@@H](C)CO)C(=O)Cc2cc(NC(=O)NC3CCCCC3)ccc2O[C@@H]1CN(C)S(=O)(=O)c1cn(C)cn1	-7.6
CCC(=O)Nc1ccc2c(c1)OC[C@@H](C)N(Cc1nccs1)C[C@@H](C)[C@@H](OC)CN(C)C2=O	1.4
O=C(C[C@@H]1CC[C@@H](NC(=O)CC2CC2)[C@H](CO)O1)NCc1ccc(-c2ccccc2)cc1	-1.5

Three compounds already listed, arranged by molar mass, smallest number first:
SMILES	BioA inh
C[C@@H]1CN([C@@H](C)CO)C(=O)c2cc(-c3cccc(F)c3)cnc2O[C@H]1CN(C)Cc1ccccc1	1.9
C[C@@H]1CN([C@@H](C)CO)C(=O)c2cc(N(C)C)ccc2O[C@@H](C)CCCCO[C@H]1CN(C)Cc1ccc2c(c1)OCO2	0.9
C[C@H]1CCCCO[C@H](CN(C)Cc2ccc(C(F)(F)F)cc2)[C@@H](C)CN([C@@H](C)CO)C(=O)c2cc(NC(=O)c3ccccc3)ccc2O1	-1.3

Further records follow.
SMILES	BioA inh
O=C(Nc1cccc(F)c1)N1C[C@@H]2[C@H](c3ccccc31)[C@@H](CO)N2C(=O)C1CCOCC1	-3.4
O=S(=O)(c1cccs1)N1CCCCN2[C@H](CO)[C@H](c3ccc(/C=C/c4ccccc4)cc3)[C@@H]2C1	-0.1
C[C@H](O)C#Cc1ccc2c(c1)O[C@H](CN(C)C(=O)c1ccncc1)[C@H](C)CN([C@H](C)CO)S2(=O)=O	7.6
O=C(C[C@@H]1CC[C@@H]2[C@H](COC[C@H](O)CN2C(=O)Nc2ccccc2)O1)NCc1ccccc1F	0.9
C[C@H](CO)N1C[C@H](C)[C@@H](CN(C)Cc2ccc(-c3ccccc3)cc2)Oc2cc(C#CC(C)(C)O)ccc2S1(=O)=O	-2.6
CN1c2ccc(-c3ccc(F)cc3)cc2[C@@H]2[C@@H](CCN2S(=O)(=O)c2cccc(F)c2)[C@H]1CO	-1.1
COCC(=O)Nc1ccc2c(c1)OC[C@@H](C)N(C(=O)c1cccnc1)C[C@H](C)[C@@H](OC)CN(C)C2=O	-0.8
CNC[C@H]1Oc2cc(C#CC3CCCC3)ccc2S(=O)(=O)N([C@H](C)CO)C[C@@H]1C	-8.3
COCC(=O)N(C)C[C@H]1Oc2cc(-c3ccncc3)ccc2S(=O)(=O)N([C@@H](C)CO)C[C@H]1C	-2.0
O=C(Cc1ccccn1)NCC[C@@H]1CC[C@@H](NS(=O)(=O)c2ccc(F)cc2)[C@H](CO)O1	-1.4
CN1CCN(C(=O)C[C@@H]2C[C@H]3c4cc(NC(=O)C5CCOCC5)ccc4O[C@H]3[C@H](CO)O2)CC1	-0.6
C[C@@H]1CN([C@H](C)CO)C(=O)c2cccc(NS(=O)(=O)c3ccccc3)c2O[C@@H]1CN(C)CC1CCCCC1	-1.9
C[C@H](NC(=O)C[C@@H]1CC[C@@H]2[C@H](COC[C@@H](O)CN2C(=O)Nc2ccccc2)O1)c1ccccc1	-1.4
C[C@H](CO)N1C[C@H](C)[C@H](CN(C)C(=O)c2ccncc2)OCCCC[C@H](C)Oc2ccc(NS(C)(=O)=O)cc2C1=O	4.1
CO[C@H]1CC[C@H]2CCN(C)C(=O)[C@@H](C)[C@@H](OC)CN(C)C(=O)c3cccc(C#N)c3OC[C@@H]1O2	0.6
O=C(C[C@H]1C[C@@H]2c3cc(NC(=O)CC4CC4)ccc3O[C@@H]2[C@@H](CO)O1)NCc1cc(F)ccc1F	0.0
C[C@@H]1CN([C@@H](C)CO)C(=O)c2cc(NC(=O)c3ccccc3)ccc2O[C@@H](C)CCCCO[C@@H]1CN(C)C(=O)NC1CCCCC1	-2.0
O=C(c1cccc(F)c1)N1CCCCN2[C@H](CO)[C@H](c3ccc(-c4ccccc4)cc3)[C@H]2C1	0.4
O=C(N[C@@H]1CC[C@H](CCNS(=O)(=O)c2cccc(Cl)c2)O[C@@H]1CO)c1ccccc1	11.1
CO[C@H]1CN(C)C(=O)c2cc(NC(=O)NC(C)C)ccc2OC[C@@H](C)N(C(=O)CN(C)C)C[C@@H]1C	-1.9
CCC(=O)Nc1ccc2c(c1)OC[C@H](C)N(C(=O)CN1CCOCC1)C[C@@H](C)[C@@H](OC)CN(C)C2=O	-1.3
C[C@@H]1CN([C@H](C)CO)S(=O)(=O)c2ccc(C#CC3CCCC3)cc2O[C@H]1CN(C)C(=O)Cc1ccncc1	3.2
COc1cccc(S(=O)(=O)N[C@@H]2C=C[C@H](CC(=O)NCc3ccc(F)cc3)O[C@H]2CO)c1	3.0
C[C@H](CO)N1C[C@H](C)[C@@H](CN(C)S(=O)(=O)c2cccs2)OCCCC[C@H](C)Oc2ccc(NS(C)(=O)=O)cc2C1=O	-3.1
CN1[C@@H]2c3ccc(-c4ccc(F)cc4)c(=O)n3C[C@@H]2[C@@H](CO)[C@@H]1C(=O)NCCN1CCCCC1	-2.0
CCCNC(=O)C[C@H]1CC[C@@H]2[C@@H](COc3ccc(NC(=O)c4ccc(Cl)cc4)cc3C(=O)N2C)O1	0.6
Cc1ccc(S(=O)(=O)NCC[C@@H]2CC[C@@H](NC(=O)c3cccnc3)[C@H](CO)O2)cc1	10.9
COc1ccc(NC(=O)Nc2ccc3c(c2)C(=O)N([C@H](C)CO)C[C@H](C)[C@@H](CN(C)S(=O)(=O)c2ccc(Cl)cc2)OCCCC[C@H](C)O3)cc1	0.3
COc1ccc(NC(=O)Nc2cccc3c2O[C@H](CN(C)C(=O)Nc2ccc(C(F)(F)F)cc2)[C@H](C)CN([C@H](C)CO)C3=O)cc1	-3.7
CO[C@H]1CN(C)C(=O)c2ccc(NC(=O)C3CC3)cc2OC[C@H](C)N(C(=O)CN2CCOCC2)C[C@H]1C	3.8
C[C@@H]1CN([C@@H](C)CO)C(=O)c2cccc(NC(=O)NC3CCCCC3)c2O[C@H]1CN(C)CC1CC1	3.6
C[C@H]1CN([C@@H](C)CO)C(=O)Cc2cc(NC(=O)NC3CCCCC3)ccc2O[C@H]1CN(C)C(=O)NC1CCCCC1	1.0
C[C@@H]1CN([C@@H](C)CO)C(=O)Cc2cc(N(C)C)ccc2O[C@@H]1CN(C)S(=O)(=O)c1ccc(Cl)cc1	-0.5
C[C@H]1CCCCO[C@@H](CN(C)Cc2ccc3c(c2)OCO3)[C@@H](C)CN([C@@H](C)CO)C(=O)c2cc(NC(=O)CCC(F)(F)F)ccc2O1	-0.5
C[C@H]1CN([C@@H](C)CO)C(=O)c2cc(NC(=O)NC3CCCCC3)ccc2O[C@@H]1CN(C)Cc1ccc(-c2ccccc2)cc1	-3.4
COc1ccc(S(=O)(=O)Nc2ccc3c(c2)CC(=O)N([C@@H](C)CO)C[C@@H](C)[C@H](CN(C)CC2CCCCC2)O3)cc1	1.9
C[C@H]1CN([C@@H](C)CO)S(=O)(=O)c2ccc(C#CC3(O)CCCC3)cc2O[C@H]1CN(C)C(=O)Cc1ccccc1	1.9
COc1ccc(S(=O)(=O)Nc2cccc3c2O[C@@H](CN(C)S(=O)(=O)c2ccc(F)cc2)[C@H](C)CN([C@@H](C)CO)C3=O)cc1	0.5
Cc1noc(C)c1NC(=O)N(C)C[C@@H]1Oc2c(NS(=O)(=O)c3cn(C)cn3)cccc2C(=O)N([C@@H](C)CO)C[C@@H]1C	-2.5
C[C@H]1CN([C@@H](C)CO)C(=O)c2cccc(NS(=O)(=O)c3cn(C)cn3)c2O[C@@H]1CN(C)C(=O)NC1CCCCC1	-1.2

Random excerpt: 5 records from the list, in no set order.
SMILES	BioA inh
COc1ccc(NC(=O)Nc2ccc3c(c2)C(=O)N([C@H](C)CO)C[C@H](C)[C@@H](CN(C)S(=O)(=O)c2ccc(Cl)cc2)OCCCC[C@H](C)O3)cc1	0.3
CO[C@H]1CN(C)C(=O)c2ccc(NC(=O)C3CC3)cc2OC[C@H](C)N(C(=O)CN2CCOCC2)C[C@H]1C	3.8
C[C@H]1CCCCO[C@@H](CN(C)Cc2ccc3c(c2)OCO3)[C@@H](C)CN([C@@H](C)CO)C(=O)c2cc(NC(=O)CCC(F)(F)F)ccc2O1	-0.5
CCCNC(=O)C[C@H]1CC[C@@H]2[C@@H](COc3ccc(NC(=O)c4ccc(Cl)cc4)cc3C(=O)N2C)O1	0.6
C[C@@H]1CN([C@@H](C)CO)C(=O)c2cccc(NC(=O)NC3CCCCC3)c2O[C@H]1CN(C)CC1CC1	3.6
